miR122 inh – miR-122 Renilla sensor signal increase in Huh7, primary screen, miR-122 inhibitor project, cell-based, single point, plate reader; Huh7 miR-122 Renilla luciferase sensor, 48 h; neutral wells = 0, positive control = 100; actives 0.3% (n = 340,000); activation (reporter increase), % at 12.5 µM;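 active means mean replicate activation score at least 90 and every replicate individually at or above 90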;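 further: higher luciferase means less miR-122 activity so hits act as miR-122 inhibitors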
INS-1E GSIS act – GLuc luminescence reporter in INS-1E cells, primary screen for activators of glucose-dependent secretion of insulin | INS-1E GLuc reporter insulin secretion, 2-3 h | actives 0.61% (n = 370,000) | AID 743287, 2014 | activation, % at 16.6 µM;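 active means lowest replicate activation of at least 40%, so every replicate reaches that level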;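 further: 0% = median of neutral control wells and 100% = median of IBMX positive control wells; some compounds called inactive have numbers as strong as hits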
Statin myotox sup – suppressors of statin myotoxicity in C2C12 myotubes, primary screen, cell-based, single point, plate reader | C2C12 myotubes + simvastatin, ATP luminescence, 48 h; scaled: DMSO 0, geranylgeraniol control 100 | rescue of ATP level, % at 7.49 µM | actives 0.78% (n = 330,000) | AID 602340, 2012;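 active means mean ATP rescue above about 67%, or every replicate alone reaching that limit, limit read from the data, passing the limit was not always enough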;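 further: myotubes were challenged with 10 µM simvastatin during compound exposure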
Cneo AK release – Cryptococcus neoformans cell lysis inducers, primary screen, AK release luminescence, single concentration | C. neoformans lysis, adenylate kinase release luminescence, 4 h; normalised: neutral wells 0, clomiphene wells 100 | lysis activity, % at 15 µM | actives 0.2% (n = 360,000) | AID 651654, 2012;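 active means mean lysis activity across replicates of at least 80%, whatever share of replicates individually reach that level; inactive means mean lysis activity below 80%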
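Assay system: Cryptococcus neoformans yeast cells / Dosing: single-point compound dose / Timing: 4 h at 37 °C static, read 1 h later / Measured by: luminescence of released adenylate kinase using an AK detection reagent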
PGC1a acetyl inh – inhibitors of PGC1a acetylation signal, primary screen, cell-based, U2OS, AlphaScreen, inhibitor mode. AlphaScreen anti-acetyl-lysine; with virally co-expressed GCN5 acetyltransferase. inhibition, % at 15.6 µM. actives 0.17% (n = 350,000);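 active means every replicate shows inhibition of at least 40%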;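 further: 0% = neutral control wells and 100% = positive control wells; some results beyond the cut were filed as inactive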
PglD inh – C. jejuni PglD acetyltransferase inhibitors, primary screen, biochemical, DTNB colorimetric, single point | UDP-N-acetylbacillosamine N-acetyltransferase PglD (Campylobacter jejuni) | purified PglD enzyme, DTNB colorimetric CoA detection | inhibition, % at 12.5 µM | actives 0.098% (n = 360,000); in the data active means inhibition above about 16%, passing the limit was not always enough; further: strong numbers were not always called active
FN deposition inh – inhibitors of fibronectin matrix deposition, primary screen, AH1F cells, Alexa488-fibronectin fluorescence, plate reader. AH1F fibroblasts, overnight. inhibition, % at 12.6 µM. actives 0.086% (n = 350,000). AID 743247, 2014;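 active means mean inhibition across replicates of 30% or more, regardless of how many single replicates reach that level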;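 further: positive control wells lacked labelled fibronectin entirely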
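Assay system: AH1F fibroblast monolayer, labelled fibronectin deposition. Amount: 10000 cells per well. Also added: labelled fibronectin 24 nM. Compound: single-point pinned compound. Incubation: cell attachment 1 h, compound and FN exposure overnight. Detection: fluorescence after three HBSS washes, excitation 485 nm, emission 525 nm. Read-out: inhibition of fibronectin deposition signal.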
F508del corr – F508del CFTR correction, initial screen, CFBE line, single point. CFBE cells, YFP halide quenching; stimulated with forskolin plus potentiator P3; % fluorescence drop versus neutral controls. activity (quench increase), % at 7.58 µM. actives 0.36% (n = 350,000). AID 720511, 2013;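 active means mean added fluorescence quench of at least 8% versus neutral control, with both replicates also reaching 8%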;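 further: cells transiently co-express mutant CFTR-F508del with the halide-sensitive YFP; corrector assay measuring rescue of mutant channel to the surface after 24 h compound exposure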
The depositor's hits bear a star; nt = no result given; [ ] = remark or other dose.

SMILES	miR122 inh	INS-1E GSIS act	Statin myotox sup	Cneo AK release	PGC1a acetyl inh	PglD inh	FN deposition inh	F508del corr
O=C(Nc1ccccc1)O/N=C(\c1ccccc1)c1ccccn1	3	22	0	-2	-3	3	nt	nt
CC(=O)c1cc(F)c(N2CCCC2)cc1C	1	nt	101*	1	-7	0	nt	nt
O=C(NCc1csc(-c2cccs2)n1)Nc1ccc(C(F)(F)F)cc1	0	-7	nt	2	3	5	9	-2.0
COc1ccc2nc(NC(=O)c3cccc(N4C(=O)CCC4=O)c3)sc2c1	-2	-6	-6	-3	7	2	nt	2.0
CCC(C(=O)OC(C)C(=O)Nc1ccc(Cl)cn1)c1ccccc1 (stereo not drawn)	1	-56	4	-1	-6	-3	6	2.9
O=C(/C=C/c1ccco1)NCc1ccc(F)cc1	nt	-49	nt	nt	-9	nt	1	0.0
C[C@@H]1CCCCO[C@H](CN(C)C(=O)NC2CCCCC2)[C@H](C)CN([C@H](C)CO)C(=O)c2cc(NC(=O)Nc3ccc(F)cc3)ccc2O1	-15[16.7 µM]	-20	nt	1	-11	-1	-9	1.7
COc1ccc(NC(=O)N(C)C[C@@H]2Oc3c(NC(=O)Nc4ccc(F)cc4)cccc3C(=O)N([C@H](C)CO)C[C@@H]2C)cc1	-2[16.7 µM]	-2	-3	-1	2	-13	nt	-0.4
COc1ccc(-c2oc3cc(O)c(OC)c(O)c3c(=O)c2OC)cc1O	61	-24	nt	nt	-8	nt	-4	2.7
CCOC(=O)C1CCN(C(=O)CSc2nc(N)cc(=O)[nH]2)CC1	3	2	-16	2	24	0	1	1.1
Cc1ccc(C(=O)Nc2cc3[nH]c(=O)oc3cc2C)cc1	0	3	2	1	nt	-2	-3	2.1
C[C@H]1CN([C@@H](C)CO)C(=O)c2cc(C3=CCCC3)cnc2O[C@H]1CN(C)Cc1ccccc1	1[16.7 µM]	-10	6	11	-4	-1	7	-0.6
CCC(OCC(O)CN1CCCCC1)c1ccccc1 (stereo not drawn)	-4	10	34	-3	nt	6	0	-0.5
O=C(O)c1cccc(NC(=S)NC(=O)C(c2ccccc2)c2ccccc2)c1	-2	nt	-13	4	-2	-1	nt	nt
O=C(COC(=O)CNC(=O)c1cccc([N+](=O)[O-])c1)NCc1ccco1	-2	0	15	1	1	6	16	1.1

Reprinted from the results shown for reference:
SMILES	miR122 inh	INS-1E GSIS act	Statin myotox sup	Cneo AK release	PGC1a acetyl inh	PglD inh	FN deposition inh	F508del corr
COc1ccc(-c2oc3cc(O)c(OC)c(O)c3c(=O)c2OC)cc1O	61	-24	nt	nt	-8	nt	-4	2.7
CCOC(=O)C1CCN(C(=O)CSc2nc(N)cc(=O)[nH]2)CC1	3	2	-16	2	24	0	1	1.1
Cc1ccc(C(=O)Nc2cc3[nH]c(=O)oc3cc2C)cc1	0	3	2	1	nt	-2	-3	2.1
C[C@H]1CN([C@@H](C)CO)C(=O)c2cc(C3=CCCC3)cnc2O[C@H]1CN(C)Cc1ccccc1	1[16.7 µM]	-10	6	11	-4	-1	7	-0.6
CCC(OCC(O)CN1CCCCC1)c1ccccc1 (stereo not drawn)	-4	10	34	-3	nt	6	0	-0.5
O=C(O)c1cccc(NC(=S)NC(=O)C(c2ccccc2)c2ccccc2)c1	-2	nt	-13	4	-2	-1	nt	nt
O=C(COC(=O)CNC(=O)c1cccc([N+](=O)[O-])c1)NCc1ccco1	-2	0	15	1	1	6	16	1.1

Carrying on.
SMILES	miR122 inh	INS-1E GSIS act	Statin myotox sup	Cneo AK release	PGC1a acetyl inh	PglD inh	FN deposition inh	F508del corr
O=C(NC1CCCC1)C1CCCN(S(=O)(=O)c2cccc3cccnc23)C1 (stereo not drawn)	10	2	-2	1	nt	1	-12	-3.3
CCS(=O)(=O)Nc1ccc2c(c1)C(=O)N(C)[C@H]1CC[C@H](CC(=O)NC3CCCCC3)O[C@H]1CO2	-6[16.7 µM]	1	2	46	15	3	5	-0.3
CN(Cc1ccccc1)C(=O)COC(=O)c1cc2ccccc2oc1=O	-5	-33	-5	1	-11	-1	2	-1.0
C/C=C/c1ccc([C@@H]2[C@@H](CO)N3CCCCN(S(=O)(=O)c4cccs4)C[C@H]23)cc1	-18[16.7 µM]	-23	nt	4	-2	0	nt	3.0
COc1ccccc1-c1cnc2c(c1)C(=O)N([C@@H](C)CO)C[C@@H](C)[C@@H](CN(C)Cc1ccncc1)O2	5[16.7 µM]	9	29	2	-4	-2	-2	0.5
O=C(O)CCCC(=O)Nc1ccc(Sc2ccc([N+](=O)[O-])cc2)cc1	0	nt	-8	-1	2	8	nt	nt
C[C@H]1CN([C@@H](C)CO)C(=O)c2cccc(NS(=O)(=O)c3cccs3)c2O[C@H]1CN(C)Cc1ccccc1	25[16.7 µM]	13	-12	-3	-3	-1	nt	1.4
C/C=C/c1cnc2c(c1)C(=O)N([C@H](C)CO)C[C@H](C)[C@H](CN(C)C(=O)Nc1ccc(OC)cc1)O2	-1[16.7 µM]	-6	12	-3	0	-7	0	1.9
CCOc1cc(NC(=O)C(C)C)c(OCC)cc1NC(=O)Nc1ccccc1	nt	8	-15	4	nt	1	-5	-8.6
CC(C)OCCCNC(=O)C1CC(=O)N(CCc2ccccc2)C1 (stereo not drawn)	-2	-9	-10	-1	-4	-10	4	nt
CC(=C/c1ccco1)/C=N/NC(=O)c1ccncc1	0	6	nt	-1	19	-4	10	0.3
Cc1ccccc1OCC(=O)N=Nc1c(O)n(C)c2ccccc12	nt	8	nt	nt	13	nt	1	-0.1
O=C(Cc1ccccn1)NCC[C@@H]1CC[C@@H](NC(=O)c2ccccc2F)[C@H](CO)O1	nt	13	-8	13	-3	-2	-16	-0.3
CCCNC(=O)C[C@H]1C[C@@H]2c3cc(NC(=O)Nc4ccc(F)cc4)ccc3O[C@@H]2[C@@H](CO)O1	1[16.7 µM]	10	-1	-6	-11	2	nt	-2.8
Cc1cccc(S(=O)(=O)Nc2ccc(-c3cn4ccccc4n3)cc2)c1	14	-1	nt	-2	-4	-6	-7	-3.1
O=C(COC(=O)c1cc(F)cc(F)c1)NCCCc1ccccc1	16	-2	0	-1	7	5	2	nt
O=C(C[C@@H]1CC[C@H]2[C@@H](COC[C@H](O)CN2Cc2cc(F)cc(F)c2)O1)NCc1cccc(F)c1	8[16.7 µM]	-8	22	10	-6	-3	-15	-5.7
COc1ccc(-c2ccc3c(c2)[C@H]2[C@H](CCN2C(=O)C2CC2)[C@H](CO)N3C)cc1	-2[16.7 µM]	-30	35	21	6	0	1	0.8
COc1ccc(OC)c(NC(=O)C2CC2c2ccccc2)c1 (stereo not drawn)	0	-3	11	-3	-7	-1	0	-2.1
COCC(=O)N(Cc1cc2ccc(C)cc2[nH]c1=O)c1ccccc1C	6	nt	1	6	4	-7	1	nt
Cc1ccc(S(=O)(=O)NCCC(=O)N2CCC(Cc3ccccc3)CC2)cc1	-2	-17	19	-6	2	2	-2	2.4
Cc1sc2nc(SCC(=O)Nc3c(C)n(C)n(-c4ccccc4)c3=O)n(C)c(=O)c2c1C	-16	nt	9	-10	-3	3	0	nt
Cc1nc([N+](=O)[O-])c(N2CCOCC2)n1Cc1ccccc1	-4	-3	nt	-1	-2	4	7	-1.6
CCOC(=O)Nc1ccc2c(c1)N(C(=O)CN)c1ccccc1CC2	1	7	-15	-2	38	-6	-9	1.5
Cc1cccc(-n2c(O)c(C=NC3CCS(=O)(=O)C3)c3ccccc3c2=O)c1C (stereo not drawn)	0	17	nt	4	-2	1	7	0.6
Cc1cc(C)nc(SCCCNCc2ccccc2)n1	-3	3	-2	-1	nt	2	3	1.0
OC[C@@H]1CN(CCN2CCOCC2)C[C@H](n2cnc3c(N4CCCC4)ncnc32)O1	1	12	-4	-1	14	1	3	-2.4
Cc1noc(C)c1NC(=O)N[C@H]1CC[C@@H](CC(=O)NCc2ccc(Cl)c(Cl)c2)O[C@H]1CO	-12[16.7 µM]	6	-3	-2	5	1	7	0.7
COc1ccc(S(=O)(=O)NC(C)C(=O)NCc2ccncc2)cc1Cl (stereo not drawn)	-2	16	-9	1	1	-4	-2	-0.3
CC(/C=C/c1ccccc1)NC(N)=O (stereo not drawn)	1	-3	3	6	8	4	nt	0.1
CO[C@H]1O[C@H](CO)[C@@H](OC(=O)Nc2ccc3c(c2)OCO3)[C@@H]2OC(=O)[C@@H](Cc3ccccc3)C/C=C/C[C@H](Cc3ccccc3)C(=O)O[C@@H]12	nt	nt	nt	-2	-14	5	nt	-2.4
Cc1cccc(N2CCN(C(=O)c3ccnn3C)CC2)c1C	-3	15	nt	-1	-4	0	4	-0.6
C=C1CCc2c([nH]c3ccc(OCC(C)C)cc23)C1=O	-3	-1	3	-2	nt	-1	26	-1.1
Nc1nc2sc3c(c2cc1C(=O)N1CCOCC1)CCCC3	10	nt	-5	-3	-10	-1	nt	nt
O=C(Nc1ccnn1C1CCN(C2CCC2)CC1)c1cccc(F)c1	-8	-1	10	5	0	-3	-4	1.4
COc1cccc(N2C(=O)C(c3ccccc3)=C(c3nc4ccccc4s3)C2NC(C)=O)c1 (stereo not drawn)	1	nt	2	-1	-3	-3	5	nt
COc1ccc(OCC(=O)NCc2cccnc2)cc1	1	nt	-5	1	11	5	-7	nt
CCCNC(=O)N1CCN(C(c2ccccc2)c2ccccc2)CC1	0	-6	3	5	-4	-3	4	-0.4
COc1ccc(C(=O)Nc2ccncc2)cc1S(=O)(=O)N1CCOCC1	nt	-4	-2	-2	nt	-3	-3	4.6
O=C(O)C1CCN(S(=O)(=O)c2cccs2)CC1	nt	8	9	-2	nt	0	3	2.6
COc1ccc(CN2CCN(C(C)C(=O)N3CCc4ccccc43)CC2)cc1OC (stereo not drawn)	nt	15	-9	0	nt	-1	-5	-2.0
Cc1ccc(S(=O)(=O)N2CCN(CC(=O)NC(=O)NCc3ccco3)CC2)cc1C	2	22	4	nt	nt	nt	0	-0.8
CC(C)C(NS(=O)(=O)c1cccc2nsnc12)C(=O)N1CCCCC1 (stereo not drawn)	-6	20	9	0	-6	-4	-7	-2.6
O=C(CC1C(=O)NCCN1Cc1cccc(F)c1F)NCCCC1CCCC1 (stereo not drawn)	-7	-13	-14	0	5	0	-11	-0.1
COc1ccc(-c2nnn(CC(=O)N3CCOCC3)n2)cc1	8	-4	7	4	4	-7	nt	-1.1
CC(NC(=O)C(=O)N1CCOCC1)C(c1cccs1)N1CCN(c2ccccc2)CC1 (stereo not drawn)	12	9	6	-18	3	3	-1	-1.9
Cc1ccc(C(=O)C[n+]2cccc3cc(C)ccc32)cc1	0	-7	-14	-9	7	0	1	0.4
O=C1CC(c2ccccc2)n2nc(NC(=O)c3ccccn3)nc2N1 (stereo not drawn)	7	nt	-1	-1	2	3	nt	nt
CCOC(=O)CC1C(=O)NCCN1C(=O)c1c(F)cccc1F (stereo not drawn)	nt	21	-7	0	nt	-1	nt	nt
COc1ccccc1-c1cnc2c(c1)C(=O)N([C@@H](C)CO)C[C@H](C)[C@@H](CN(C)C(=O)CC1CC1)O2	9[16.7 µM]	2	0	-3	-3	3	-3	2.3

Assay outcomes (PubChem BioAssay)
